Assay outcomes as filed in PubChem BioAssay.
SRC2 TRFRET art: TR-FRET signal artefacts, primary screen, artefact control for PPARgamma SRC-2 agonist project, biochemical | AID 1049, 2008 | 200,000 tested, 0.4% active | TR-FRET artefact counter-screen; hits give high values | TR-FRET ratio at 8 µM; in the data active = TR-FRET ratio above about 2000; also: inactives centre near 1500
PPARg SRC-3 ag: PPARgamma agonists recruiting SRC-3 coactivator, primary screen, biochemical | activation, % at 8 µM | 200,000 tested, 0.26% active | AID 731, 2007 | biochemical PPARgamma/SRC-3 coactivator recruitment assay | Peroxisome proliferator-activated receptor gamma (Homo sapiens), P37231; in the data active = activation above about 23%;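 also: 0% = DMSO and 100% = reference agonist; some compounds past the cut are filed as inactive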
bIAP activator: bovine intestinal alkaline phosphatase activators, primary screen, biochemical, bovine IAP, CDP-star luminescence; purified bovine IAP, 30 min; hits give high values; fold of DMSO-control signal, blank-subtracted; 200,000 tested, 0.17% active; activation factor at 20 µM;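 active = activation factor of 2 or more at 20 µM, a signal rise over negative controls twice the positive control's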
TLR4-MyD88 BLA: inhibitors of TLR4-MyD88 association in cells, primary screen, cell-based, HeLa CL3-4, BLA complementation, FRET ratio; AID 861, 2007; HeLa CL3-4 TLR4/MyD88 BLA complementation; inhibition, % at 8.4 µM; 200,000 tested, 0.18% active; Toll-like receptor 4 (Homo sapiens) + Myeloid differentiation primary response protein …; in the data active = inhibition above about 25%;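 also: 0% = vehicle and 100% = reference inhibitor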
Lmaj promast: Leishmania major promastigote growth inhibition, primary screen. Leishmania major promastigotes, resazurin fluorescence viability. inhibition, % at 10 µM. 200,000 tested, 9% active. AID 1063, 2008; in the data active = inhibition above about 50%;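 also: promastigotes grown with compound for 44 hours at 28 °C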
DTT redox prof: compounds producing H2O2 with reducing agent – biochemical, NIH compound library profiling, artefact control for MLSCN library redox annotation, primary screen; DTT-dependent redox cycling H2O2, phenol red/HRP absorbance; 100% = 100 µM peroxide control, 0% = buffer; activation, % at 10 µM; 200,000 tested, 0.03% active;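 active = activation of at least 50% relative to the plate's high and low controls in the primary single-dose screen; inactive = activation below 50%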;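 also: compound incubated with DTT at 0.8 mM final as the reducing agent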
PPARg SRC-2 ag: agonists of PPARg-SRC-2 recruitment, primary screen, biochemical, HTS. activation, % at 8 µM. 200,000 tested, 0.34% active. PPARgamma LBD-SRC-2 recruitment. Peroxisome proliferator-activated receptor gamma (Homo sapiens), P37231; in the data active = activation above about 22%;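 also: 0% = vehicle and 100% = reference agonist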
S1P3 antag: S1P3 receptor antagonists, primary screen, cell-based; CHO S1P3 NFAT-BLA reporter, FRET fluorescence, antagonist mode; inhibition, % at 4.98 µM; 170,000 tested, 0.27% active; AID 485, 2006;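 active = inhibition above the plate cutoff, the mean inhibition of test wells on that plate plus 3 SD, cut at about 28% in these data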;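 also: cells challenged with S1P at its EC80 of 0.8 µM; blue over green emission ratio from cleaved BLA substrate after 4 h stimulation; 0% = S1P-stimulated wells and 100% = unstimulated DMSO-only wells; some compounds past the cut are filed as inactive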
Target sequence (Q99500 whole entry, looked up): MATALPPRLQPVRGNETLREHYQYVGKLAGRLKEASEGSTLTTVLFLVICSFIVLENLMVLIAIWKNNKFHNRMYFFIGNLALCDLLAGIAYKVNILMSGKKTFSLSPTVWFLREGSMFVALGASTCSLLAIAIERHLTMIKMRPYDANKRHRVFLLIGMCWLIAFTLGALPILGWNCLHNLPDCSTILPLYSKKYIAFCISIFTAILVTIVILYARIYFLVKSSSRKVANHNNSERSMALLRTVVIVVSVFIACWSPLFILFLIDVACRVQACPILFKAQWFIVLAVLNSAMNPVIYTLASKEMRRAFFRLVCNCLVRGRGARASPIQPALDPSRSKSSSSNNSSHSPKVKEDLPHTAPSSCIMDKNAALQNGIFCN
ROMK primary: ROMK potassium channel modulators, primary screen, cell-based, thallium flux, MLSMR library. B-score at 10 µM. AID 1918, 2009. 130,000 tested, 2% active. Tet-inducible ROMK, thallium flux fluorescence; actives lie on both sides;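 active = signal ratio slope over the read window, or its plate-corrected B-score, at least 3 SD from the plate mean, either direction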;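 also: B-score of the F/F0 ratio slope over 7 to 12 s after thallium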
Target sequence (P48048 whole entry, looked up): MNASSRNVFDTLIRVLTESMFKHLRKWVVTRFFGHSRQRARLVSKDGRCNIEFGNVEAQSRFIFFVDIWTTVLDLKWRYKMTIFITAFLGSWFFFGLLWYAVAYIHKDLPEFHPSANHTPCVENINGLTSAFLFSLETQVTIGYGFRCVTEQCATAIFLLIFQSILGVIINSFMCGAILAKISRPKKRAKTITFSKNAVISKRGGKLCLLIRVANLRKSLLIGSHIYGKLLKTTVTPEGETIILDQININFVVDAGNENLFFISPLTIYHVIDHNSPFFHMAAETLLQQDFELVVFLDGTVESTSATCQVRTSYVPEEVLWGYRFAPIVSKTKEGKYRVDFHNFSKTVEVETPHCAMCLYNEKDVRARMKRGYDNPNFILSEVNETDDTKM
bIAP inh: bovine intestinal alkaline phosphatase inhibitors, primary screen, selectivity assay for TNAP inhibitor project, biochemical, bovine IAP, CDP-star luminescence; alkaline phosphatase, intestinal [Bos taurus]; purified bovine IAP, 30 min; inhibition, % at 20 µM; 190,000 tested, under 10 active; AID 1019, 2008;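 active = over 50% inhibition of intestinal alkaline phosphatase at 20 µM in the single-dose screen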
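Incubation: 30 min reaction at room temperature / Material: purified bovine intestinal alkaline phosphatase (IAP) enzyme / Input: enzyme at 1/65,000,000 dilution / Dosing: 20 µM single dose / Signal: CDP-star luminescence signal / Reagent: CDP-star chemiluminescent phosphatase substrate, 30 µM final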
PPARg SRC1 recr: PPARgamma agonists recruiting SRC-1 coactivator, primary screen, biochemical | activation, % at 8 µM | AID 631, 2007 | PPARgamma-SRC-1 coactivator recruitment biochemical assay | 200,000 tested, 0.41% active | Peroxisome proliferator-activated receptor gamma (Homo sapiens), P37231; in the data active = activation above about 19%;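 also: 0% = DMSO and 100% = reference agonist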
* hit, by the source's call; · = no result given.

(1) COc1cc(C(=O)Sc2ccc(C)cc2)cc(OC)c1OC
(2) CCOC(Cn1c(SCc2cc(C(C)=O)ccc2OC)nc2ccccc2c1=O)OCC
(3) O=C1CCCC(O)=C1C=Nc1cccc(C(F)(F)F)c1
(4) CCOC(=O)N1CCC(NC(=O)C2CCCN(Cc3nc(-c4cccc(Cl)c4)oc3C)C2)CC1 (stereo not drawn)
(5) COc1ccccc1C(=O)O/N=C(/c1ccncc1)c1ccc([N+](=O)[O-])cc1
Assay by compound	1	2	3	4	5
SRC2 TRFRET art	1545	1601	1940	1609	1409
PPARg SRC-3 ag	-7	1	0	-1	0
bIAP activator	1	0.8	1	1.1	1
TLR4-MyD88 BLA	7	0	-18	3	9
Lmaj promast	32	-4	-5	10	5
DTT redox prof	-3.5	1.2	-0.5	-1.3	-0.9
PPARg SRC-2 ag	2	-1	9	6	-2
S1P3 antag	·	-1	-15	-7	-16
ROMK primary	-0.061	·	0.0018	·	-0.1
bIAP inh	3	16	-5	-6	-2
PPARg SRC1 recr	3	-2	13	-1	4

(6) Cc1ccccc1-n1c(SCC(=O)N/N=C/C=C/c2ccccc2[N+](=O)[O-])nc2ccccc2c1=O
(7) COc1ccc(NC(=O)CSc2nnc(-c3ccoc3C)n2CCc2ccccc2)cc1
(8) CC(C)(C)NS(=O)(=O)c1ccc(-c2csnn2)s1
(9) Cc1ccc(NC(=O)CSCC(=O)Nc2ccc(N3CCOCC3)c(Cl)c2)cc1
(10) COc1ccc(-c2nc3ccccn3c2C=O)cc1
Assay by compound	6	7	8	9	10
SRC2 TRFRET art	1336	1456	1568	1444	1468
PPARg SRC-3 ag	2	-5	11	-7	1
bIAP activator	1	0.9	0.7	1	0.9
TLR4-MyD88 BLA	13	4	7	-3	1
Lmaj promast	60*	9	-4	9	41
DTT redox prof	0.2	1.7	-2.8	1.4	-0.5
PPARg SRC-2 ag	7	-1	8	-5	-13
S1P3 antag	15	-18	·	·	-2
ROMK primary	·	-1	·	·	-0.24
bIAP inh	-5	5	35	4	10
PPARg SRC1 recr	0	-1	-1	-4	0

(11) Cc1ccc2nc(SCC(=O)Nc3cccc([N+](=O)[O-])c3)[nH]c2c1
(12) O=C1CC2CS(=O)(=O)CC2N1c1ccc(Cl)cc1Cl (stereo not drawn)
(13) Cc1cccc(CSc2nnc(-c3cccs3)n2Cc2ccco2)c1
(14) COC(=O)C1C(=O)c2c(n[nH]c2C)CC1(C)C (stereo not drawn)
(15) C/C(=N\c1nc2ccccc2n1C)c1cc(Cl)ccc1O
Assay by compound	11	12	13	14	15
SRC2 TRFRET art	1654	1538	1655	1563	1529
PPARg SRC-3 ag	16	0	9	4	2
bIAP activator	1.1	0.9	0.9	0.9	1
TLR4-MyD88 BLA	-10	-11	-14	-16	-9
Lmaj promast	24	0	90*	-8	-1
DTT redox prof	11	-5.1	-3.1	-0.9	1.3
PPARg SRC-2 ag	2	6	4	4	-6
S1P3 antag	·	-6	·	-2	·
ROMK primary	·	-0.34	·	-0.25	·
bIAP inh	-10	13	10	9	0
PPARg SRC1 recr	10	-1	-6	4	2

(16) Cn1c(=O)c2ncn(CC(=O)Nc3ccc4oc(-c5cccc6ccccc56)nc4c3)c2n(C)c1=O
(17) Cc1ccc(CN(c2ccc(C(=O)N3CCCC3)cc2)S(C)(=O)=O)cc1
(18) CC1(C)CC(=O)C2=C(C1)OC1=C(C(=O)CC(C)(C)C1)C2c1ccc(O)cc1O
(19) O=S(=O)(c1cc(Cl)ccc1Cl)N1CCNCC1
(20) C/C(=N\OC(=O)c1ccc(OC(C)C)cc1)c1ccc(C)c(C)c1
Assay by compound	16	17	18	19	20
SRC2 TRFRET art	1316	1588	1459	1411	1313
PPARg SRC-3 ag	9	-4	-11	-2	-5
bIAP activator	·	1	0.9	0.9	0.8
TLR4-MyD88 BLA	-3	6	34*	4	-3
Lmaj promast	-1	25	76*	9	-1
DTT redox prof	0.0	-3.7	0.2	0.1	0.3
PPARg SRC-2 ag	7	1	-3	-1	8
S1P3 antag	8	4	-20	·	·
ROMK primary	·	0.24	-8*	0.67	0.59
bIAP inh	·	3	9	6	19
PPARg SRC1 recr	6	7	5	-3	2

(21) O=C(Nc1ccccc1N1CCCC1)c1ccc2c(c1)OCO2
(22) CCOC(=O)C1=C(SCC(=O)Nc2ccccc2)NC(=O)C(C#N)C12CCCCC2 (stereo not drawn)
(23) COCc1cc(C)nc(OCC(=O)N/N=C/c2ccco2)c1C#N
(24) CCOc1cc(C)c(Cl)cc1S(=O)(=O)NCc1ccco1
(25) O=C(OCC(=O)N1CCN(C(=O)c2ccco2)CC1)c1ccc(S(=O)(=O)N2CCCCC2)cc1
Assay by compound	21	22	23	24	25
SRC2 TRFRET art	1501	1596	1515	1495	1503
PPARg SRC-3 ag	-4	1	3	11	0
bIAP activator	0.7	1	1	0.9	1
TLR4-MyD88 BLA	-5	-5	-3	3	-9
Lmaj promast	15	2	-8	3	0
DTT redox prof	2.9	0.1	-0.2	-1.2	1.6
PPARg SRC-2 ag	-1	2	0	-1	-6
S1P3 antag	-16	-3	-9	-18	-9
ROMK primary	·	-1.3	-0.26	0.74	-1
bIAP inh	31	0	-2	13	-1
PPARg SRC1 recr	0	-4	6	2	0

(26) C=CCn1c(C)cc(C(=O)Cn2nc(C(=O)O)c3ccccc3c2=O)c1C
(27) CCCn1cc(NC(=O)c2cc(-c3ccccc3)on2)cn1
(28) CCC1CCCCN1C(=O)CSc1nnc(-c2c[nH]c3ccccc23)o1 (stereo not drawn)
(29) Cc1nn2cc(-c3ccc(Cl)cc3)cnc2c1Cl
(30) CCCCC(=O)Nc1nc2ccc(C(=O)OC)cc2s1
Assay by compound	26	27	28	29	30
SRC2 TRFRET art	1546	1478	1540	1370	1562
PPARg SRC-3 ag	-5	-6	6	-1	6
bIAP activator	1	0.8	0.9	1.1	1
TLR4-MyD88 BLA	11	5	2	-1	-12
Lmaj promast	14	4	25	1	9
DTT redox prof	0.2	0.3	1.5	-0.4	-0.8
PPARg SRC-2 ag	5	6	-4	-3	-2
S1P3 antag	2	·	-5	-21	-7
ROMK primary	0.69	5.6*	1.7	0.82	1.1
bIAP inh	-5	16	11	-10	-1
PPARg SRC1 recr	1	8	0	5	9

(31) CCC(C)c1ccccc1NC(=O)COC(=O)c1ccc(N2CCCC2)c([N+](=O)[O-])c1 (stereo not drawn)
(32) CC(=O)Oc1ccc(-c2cccc(C(=O)NCCCO)c2)cc1
(33) CC1(C)Oc2ccc(C(=O)NC3CCCC3)cc2N(CC(=O)N2CCOCC2)C1=O
(34) CCc1c(C)sc2nc3c(C(=O)N4CCOCC4)cc(C(=O)c4ccccc4O)cn3c(=O)c12
(35) COC(=O)CCc1sc(Nc2ccc(Br)cc2)nc1-c1ccc(OC)cc1
Assay by compound	31	32	33	34	35
SRC2 TRFRET art	1611	1374	1650	1362	1641
PPARg SRC-3 ag	8	3	9	2	5
bIAP activator	1	1.4	1	0.9	0.9
TLR4-MyD88 BLA	-17	-7	-17	-3	14
Lmaj promast	0	-2	-1	28	9
DTT redox prof	-0.3	0.0	-1.0	0.6	2.4
PPARg SRC-2 ag	4	0	-3	-5	6
S1P3 antag	3	-22	-7	-5	25
ROMK primary	·	-0.47	0.077	0.54	·
bIAP inh	3	-40	1	10	6
PPARg SRC1 recr	2	2	6	1	-2

(36) O=C(CSCCc1ccccn1)Nc1cccnc1
(37) Cc1ccc(CSc2ncccc2C(=O)O)cc1
(38) Cc1ccc(NC(=O)c2ccc(OC(=O)COc3ccc(Cl)cc3C)cc2)cc1
(39) CCOCCCNC(=O)CCCOc1ccccc1
(40) O=C(c1ccc(F)cc1)N1C2CCC1CC(O)(c1ccc(F)cc1)C2 (stereo not drawn)
Assay by compound	36	37	38	39	40
SRC2 TRFRET art	1402	1461	1589	1628	1330
PPARg SRC-3 ag	3	-12	2	4	-1
bIAP activator	1	0.9	0.8	0.8	1
TLR4-MyD88 BLA	3	-3	-13	1	-8
Lmaj promast	-2	1	-7	-13	7
DTT redox prof	-0.3	0.7	0.6	-0.2	0.3
PPARg SRC-2 ag	1	-3	1	0	-2
S1P3 antag	-8	·	-3	-12	·
ROMK primary	·	0.79	1.4	·	·
bIAP inh	0	11	16	16	2
PPARg SRC1 recr	0	-4	1	5	-9

(41) C/C(=N\NC(=O)c1cccc(C)c1)c1cccc(NC(=O)c2ccco2)c1
(42) Cc1ccc(C2CC(C(F)(F)F)n3nc(C(=O)NCCN4CCOCC4)cc3N2)cc1 (stereo not drawn)
(43) CC1CC(C)CN(CCOCCSc2ccc(Cl)cc2)C1 (stereo not drawn)
(44) CCOc1ccc(-n2nc3c(=O)[nH]nc(C)c3c2C)cc1
Assay by compound	41	42	43	44
SRC2 TRFRET art	1511	1587	1637	1466
PPARg SRC-3 ag	6	0	-3	0
bIAP activator	1	1.1	1.1	0.9
TLR4-MyD88 BLA	-6	-6	13	1
Lmaj promast	83*	3	91*	46
DTT redox prof	-3.8	3.7	-0.4	0.1
PPARg SRC-2 ag	8	-2	-2	-1
S1P3 antag	·	-6	-6	-6
ROMK primary	-0.38	-0.16	0.082	0.085
bIAP inh	-3	-8	-7	8
PPARg SRC1 recr	3	8	-3	3

From no. 38 to 41, copied from above:
(38) Cc1ccc(NC(=O)c2ccc(OC(=O)COc3ccc(Cl)cc3C)cc2)cc1
(39) CCOCCCNC(=O)CCCOc1ccccc1
(40) O=C(c1ccc(F)cc1)N1C2CCC1CC(O)(c1ccc(F)cc1)C2 (stereo not drawn)
(41) C/C(=N\NC(=O)c1cccc(C)c1)c1cccc(NC(=O)c2ccco2)c1
Assay by compound	38	39	40	41
SRC2 TRFRET art	1589	1628	1330	1511
PPARg SRC-3 ag	2	4	-1	6
bIAP activator	0.8	0.8	1	1
TLR4-MyD88 BLA	-13	1	-8	-6
Lmaj promast	-7	-13	7	83*
DTT redox prof	0.6	-0.2	0.3	-3.8
PPARg SRC-2 ag	1	0	-2	8
S1P3 antag	-3	-12	·	·
ROMK primary	1.4	·	·	-0.38
bIAP inh	16	16	2	-3
PPARg SRC1 recr	1	5	-9	3
